LGR2 antag – inhibitors of bursicon-induced Drosophila LGR2 receptor cAMP signaling | AID 720647 | inhibition, % at 9.99 µM | HEK293 LGR2, CRE-luciferase, bursicon-stimulated, 4 h | hit rate 0.35% among 380,000;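 active = drop in luminescence signal, shown as inhibition above about 50% in the replicate tests, limit read from the data, passing the limit was not always enough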;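 note: agonist challenge used bursicon conditioned medium at about half maximal strength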
ERAP1 inh – inhibitors of human ERAP1 aminopeptidase | recombinant ERAP1, Leu-AMC fluorescence, 60 min | hit rate 0.15% among 340,000 | Q9NZ08 | inhibition, % at 10.7 µM | AID 652197;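 active = mean replicate inhibition of at least 30%, or all replicates individually reaching that 30% level; inactive = mean below 30% and not every replicate reaching it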;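 note: 0% = neutral control wells and 100% = L-leucinethiol positive control wells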
Target sequence (Q9NZ08 whole entry, looked up): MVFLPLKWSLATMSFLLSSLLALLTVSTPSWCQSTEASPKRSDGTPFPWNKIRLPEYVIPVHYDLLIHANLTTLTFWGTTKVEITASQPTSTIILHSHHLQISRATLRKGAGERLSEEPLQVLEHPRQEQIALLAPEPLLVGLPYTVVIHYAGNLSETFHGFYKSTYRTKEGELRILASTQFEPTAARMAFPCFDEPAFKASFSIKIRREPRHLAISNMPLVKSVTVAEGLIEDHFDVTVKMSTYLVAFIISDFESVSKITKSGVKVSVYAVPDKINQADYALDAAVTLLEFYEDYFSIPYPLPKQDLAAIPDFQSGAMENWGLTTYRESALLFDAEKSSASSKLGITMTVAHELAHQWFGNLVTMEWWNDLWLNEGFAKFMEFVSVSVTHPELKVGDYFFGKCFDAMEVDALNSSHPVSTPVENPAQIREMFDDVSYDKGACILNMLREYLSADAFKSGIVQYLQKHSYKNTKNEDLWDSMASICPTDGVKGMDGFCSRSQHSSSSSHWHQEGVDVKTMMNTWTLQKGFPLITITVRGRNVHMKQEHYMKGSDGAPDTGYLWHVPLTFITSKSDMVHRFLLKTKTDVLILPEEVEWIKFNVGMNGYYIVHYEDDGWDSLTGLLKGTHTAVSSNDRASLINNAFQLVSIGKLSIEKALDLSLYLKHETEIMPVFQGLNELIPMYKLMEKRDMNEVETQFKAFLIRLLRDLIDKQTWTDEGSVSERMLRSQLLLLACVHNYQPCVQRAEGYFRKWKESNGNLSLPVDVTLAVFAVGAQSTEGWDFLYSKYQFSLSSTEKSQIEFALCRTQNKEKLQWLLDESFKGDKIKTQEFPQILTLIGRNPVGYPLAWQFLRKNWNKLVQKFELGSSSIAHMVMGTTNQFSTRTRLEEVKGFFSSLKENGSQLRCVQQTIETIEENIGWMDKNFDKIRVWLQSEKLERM
PGC1a acetyl inh – PGC1a acetylation modulation, inhibitor mode; U2OS PGC1a acetylation, AlphaScreen anti-acetyl-lysine; with virally co-expressed GCN5 acetyltransferase; inhibition, % at 15.6 µM; hit rate 0.17% among 350,000;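 active = every replicate shows inhibition of at least 40%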;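 note: 0% = neutral control wells and 100% = positive control wells; some results beyond the cut were filed as inactive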
PglD inh – inhibitors of Campylobacter jejuni PglD acetyltransferase; hit rate 0.098% among 360,000; purified PglD enzyme, DTNB colorimetric CoA detection; inhibition, % at 12.5 µM; in the data active = inhibition above about 16%, passing the limit was not always enough; note: strong numbers were not always called active
S100A4 inh HTS – S100A4-myosin IIA interaction inhibition; P26447; S100A4/TAMRA-MyoIIA peptide fluorescence polarization; inhibition, % at 10.7 µM; hit rate 0.14% among 360,000; AID 652163;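 active = mean inhibition of at least 70% across replicates, with every replicate also reaching that level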
Target sequence (P26447 whole entry, looked up): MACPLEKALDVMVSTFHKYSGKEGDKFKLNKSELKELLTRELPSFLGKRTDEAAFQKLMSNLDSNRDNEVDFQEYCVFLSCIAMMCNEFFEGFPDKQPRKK
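Material: S100A4 monomer protein / Buffer or medium: 50 mM HEPES pH 7.2, 10 mM CaCl2, 100 mM KCl / Times: 5 min incubation before reading / Benchmarks: neutral control DMSO, positive control TFP / Reagent: labelled myosin peptide probe, 5 nM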
EWS-Fli inh – blocks EWS/Fli oncoprotein-driven transcription. hit rate 0.67% among 350,000. A673 NR0B1-luciferase reporter, viability-normalised. inhibition, % at 12.6 µM;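 active = mean inhibition of at least 50% after viability correction, with every replicate also passing that limit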;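 note: firefly luciferase signal divided by Alamar Blue viability fluorescence both relative to DMSO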
PAX8 inh HTS – lowers PAX8-driven luciferase in RMG-I cells. RMG-I TPO-luciferase reporter, SteadyGlo, 24 h. hit rate 1.2% among 360,000. inhibition, % at 12.6 µM;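 active = mean replicate inhibition at least 60% with every replicate also reaching 60%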;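 note: luciferase light reporting Pax8 driven TPO promoter activity; plate controls were median of neutral control wells for no effect and mitoxantrone controls for full effect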
FN deposit inh – fibronectin deposition inhibition; inhibition, % at 12.6 µM; AH1F fibroblasts, Alexa488-fibronectin deposition fluorescence, overnight; hit rate 0.086% among 350,000; AID 743247;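 active = mean inhibition across replicates of 30% or more, regardless of how many single replicates reach that level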;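 note: positive control wells lacked labelled fibronectin entirely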
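Measured by – fluorescence 485/525 nm · System – AH1F fibroblast monolayer, labelled fibronectin deposition · Amount – 10000 cells per well · Buffer or medium – serum-reduced DMEM (2% serum) · Doses – single dose, pinned · Also added – fluorescent fibronectin at 24 nM final · Schedule – 1 h cell attachment, overnight exposure to compound and label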
Starred values were filed as active, the others as inactive; . = not tested or not shown; & = joins results of further samples. Rows were taken by chance; overall some 2.1% were active at least once.

Values run as follows: LGR2 antag, ERAP1 inh, PGC1a acetyl inh, PglD inh, S100A4 inh HTS, EWS-Fli inh, PAX8 inh HTS, FN deposit inh
1) CNC[C@@H]1Oc2ccc(NC(=O)Cc3cn(C)c4ccccc34)cc2C(=O)N([C@@H](C)CO)C[C@H]1C
    17.4, 0.1, -4.2, -0.7, 5.2, -11.9, 2.5, -0.4
2) CN(C)CC#Cc1ccc([C@@H]2[C@@H](CO)N3C(=O)CN(C(=O)Cc4cccnc4)C[C@H]23)cc1
    -16.7, -1.2, 1.6, ., -2.1, -5.4, -15.2, .
3) CCNC(=S)N1CCC(C(=O)c2ccc(Cl)cc2)CC1
    13.8, -1.7, 3.6, 10.3, -0.5, 5.7, 5.7, -0.1
4) CNC(=O)C[C@H]1CC[C@H]2[C@H](COc3ccc(NC(=O)C4CCCCC4)cc3C(=O)N2C)O1
    -1.2, -1.3, 0.6, 1.1, -4.1, 4.3, 2.5, 1.6
5) C/C=C/c1ccc([C@H]2[C@@H](CO)N(CCC(F)(F)F)[C@@H]2CNC(=O)C2CCC2)cc1
    4.2, 0.4, ., ., -1.2, ., ., -5.3
6) C[C@@H]1CN([C@@H](C)CO)C(=O)Cc2cc(NC(=O)Nc3cccc4ccccc34)ccc2O[C@@H]1CN(C)CC1CC1
    -5.8, 1.4, -10.7, 7.9, 1.1, -3.6, ., -1.5
7) O=C(CSc1nc2[nH]ncc2c(=O)[nH]1)Nc1ccccc1C(F)(F)F
    -2.7, -1.8, -17.1, -0.7, -3.2, 1.6, 9.7, .
8) CC(=O)NC(=S)Nc1ccc(S(=O)(=O)N(C)Cc2ccccc2)cc1
    15.3, -2.6, -10.6, ., -3.6, 7.0, 18.4, 4.7
9) Nc1[nH]c(C(=O)c2ccccc2)c(-c2ccncc2)c1C(=O)NC1CC1
    -9.9, ., ., ., 0.9, -3.8, -11.2, -2.8
10) CC(C)N(C)Cc1nnnn1CC(=O)NCc1cc(F)cc(C(F)(F)F)c1
    ., -2.6, 18.3, -0.6, -4.1, -0.3, -5.8, -6.2
11) COc1ccc(N2CCN(C(=O)c3ccc(-c4ccccc4)cc3)CC2)cc1
    9.0, -3.2, -0.4, -3.2, -2.2, -4.6, 15.2, 0.2
12) Cc1cc(C)c(NC(=O)CSc2ccc3nnc(CCNC(=O)c4ccccc4)n3n2)c(C)c1
    -6.0, 2.9, 3.6, 6.6, 0.9, 0.7, -25.0, 7.8
13) C[C@H](CO)N1C[C@H](C)[C@@H](CN(C)Cc2ccc(C(F)(F)F)cc2)Oc2ccc(NC(=O)Cc3cn(C)c4ccccc34)cc2C1=O
    -15.2, -2.2, -4.9, 3.4, 9.7, 0.4, -1.9, .
14) COC(=O)C[C@@H]1CC[C@H]2[C@@H](COc3ccc(NC(=O)Nc4cc(C)cc(C)c4)cc3C(=O)N2C)O1
    -6.3, 1.6, ., 0.5, 0.3, 7.5, 38.9, -26.7
15) C[C@H](CO)N1C[C@H](C)[C@H](CN(C)C(=O)CC2CC2)Oc2ncc(C#C[C@@H](C)O)cc2C1=O
    17.5, 1.1, 1.4, 5.8, 3.9, 0.5, ., -3.3
16) C[C@@H]1CN([C@H](C)CO)C(=O)c2cccc(NC(=O)C3CCCCC3)c2O[C@H]1CN(C)C(=O)Nc1ccc(F)cc1
    16.2, 0.7, -2.4, -0.8, 12.4, -7.5, ., 7.3
17) COc1ccc(N2CCN(CC(O)COc3ccc(C)cc3C)CC2)cc1 (centres undefined)
    -3.7, -4.4, ., ., 4.7, 1.3, 14.8, 3.3
18) C[C@H](CO)N1C[C@H](C)[C@H](CN(C)Cc2ccncc2)Oc2ccc(NC(=O)CCC(F)(F)F)cc2CC1=O
    12.9, -1.7, 7.7, 5.8, -14.7, ., -21.2, .
19) COc1ccccc1N1CCN(/N=C/C=C/c2ccccc2[N+](=O)[O-])CC1
    -7.2, -0.3, -0.9, 1.3, 2.1, -11.0, -15.0, -1.3
20) CC(C)N(CCC(=O)c1ccc2ccccc2c1)Cc1ccccc1
    -4.5, -0.5, -38.2, -1.0, -1.5, 22.0, 38.7, -3.8
21) Cc1[nH]c2ccccc2c1C(=O)COC(=O)c1nccnc1N
    -11.6, 23.0, ., 2.1, -6.2, -28.0, -25.6, -11.6
22) O=C(C1=C[C@H](c2ccc3c(c2)OCO3)C[C@H](OCCCCO)O1)N1CCOCC1
    5.1, 1.9&0.4, 7.4&2.6, 0.3, -9.5&22.0, 6.8&-10.4, 9.9&-4.0, -5.9
23) CC(C)OC(=O)c1ccc2nc3ccccc3nc2c1
    -64.1, -4.0, ., 0.3, 0.6, -91.5, -132.5, -2.8
24) CCC(=O)Nc1ccc2c(c1)C(=O)N(C)C[C@H](OC)[C@@H](C)CN(C(=O)c1ccncc1)[C@H](C)CO2
    -3.0, 2.4, 5.3, 0.5, -12.4, -5.4, -1.7, 12.4
25) CCN(Cc1ccccc1)C(=S)NC(=O)c1ccccc1Br
    -2.8, 0.9, 7.9, 2.4, -7.8, 17.2, -14.4, .
26) COc1ccc(NC(=O)CNC(=O)N2CC(=O)Nc3ccccc32)cc1OC
    -11.3, 4.6, 0.9, 4.4, -11.4, 1.7, 13.1, 0.7
27) COc1ccc2c3c(n(C)c2c1)[C@@H](CO)N(C(=O)C1CCC1)CC31CCN(C(=O)c2ccncc2)CC1
    0.1, 0.7, ., ., 11.2, -21.1, 5.5, .
28) CCOC(=O)CCCN1CC(O)=C(c2nc(-c3ccc(Cl)cc3)cs2)C1=N
    10.1, 3.0, -1.5, ., -1.2, -12.9, -1.5, .
29) O=C(C[C@H]1CC[C@H]2[C@@H](COC[C@H](O)CN2S(=O)(=O)c2ccccc2)O1)NCCN1CCCCC1
    11.4, -0.5, -8.1, 1.9, 3.2, -1.7, 0.2, 15.3
30) CSc1nc(N2CCN(c3ccccc3Cl)CC2)c2ccccc2n1
    5.2, -3.2, -13.0, 1.0, -0.3, 1.7, 0.9, 2.3

In the list so far, these have an aryl thioether with sulfur outside any ring.
Values run as follows: LGR2 antag, ERAP1 inh, PGC1a acetyl inh, PglD inh, S100A4 inh HTS, EWS-Fli inh, PAX8 inh HTS, FN deposit inh
7) O=C(CSc1nc2[nH]ncc2c(=O)[nH]1)Nc1ccccc1C(F)(F)F
    -2.7, -1.8, -17.1, -0.7, -3.2, 1.6, 9.7, .
12) Cc1cc(C)c(NC(=O)CSc2ccc3nnc(CCNC(=O)c4ccccc4)n3n2)c(C)c1
    -6.0, 2.9, 3.6, 6.6, 0.9, 0.7, -25.0, 7.8
30) CSc1nc(N2CCN(c3ccccc3Cl)CC2)c2ccccc2n1
    5.2, -3.2, -13.0, 1.0, -0.3, 1.7, 0.9, 2.3

A portion from the list above, for reference:
Values run as follows: LGR2 antag, ERAP1 inh, PGC1a acetyl inh, PglD inh, S100A4 inh HTS, EWS-Fli inh, PAX8 inh HTS, FN deposit inh
1) CNC[C@@H]1Oc2ccc(NC(=O)Cc3cn(C)c4ccccc34)cc2C(=O)N([C@@H](C)CO)C[C@H]1C
    17.4, 0.1, -4.2, -0.7, 5.2, -11.9, 2.5, -0.4
2) CN(C)CC#Cc1ccc([C@@H]2[C@@H](CO)N3C(=O)CN(C(=O)Cc4cccnc4)C[C@H]23)cc1
    -16.7, -1.2, 1.6, ., -2.1, -5.4, -15.2, .

Structures above that contain a Cl atom:
Values run as follows: LGR2 antag, ERAP1 inh, PGC1a acetyl inh, PglD inh, S100A4 inh HTS, EWS-Fli inh, PAX8 inh HTS, FN deposit inh
3) CCNC(=S)N1CCC(C(=O)c2ccc(Cl)cc2)CC1
    13.8, -1.7, 3.6, 10.3, -0.5, 5.7, 5.7, -0.1
28) CCOC(=O)CCCN1CC(O)=C(c2nc(-c3ccc(Cl)cc3)cs2)C1=N
    10.1, 3.0, -1.5, ., -1.2, -12.9, -1.5, .
30) CSc1nc(N2CCN(c3ccccc3Cl)CC2)c2ccccc2n1
    5.2, -3.2, -13.0, 1.0, -0.3, 1.7, 0.9, 2.3

Other records follow:
Values run as follows: LGR2 antag, ERAP1 inh, PGC1a acetyl inh, PglD inh, S100A4 inh HTS, EWS-Fli inh, PAX8 inh HTS, FN deposit inh
31) CCCCn1c(N)c(N(CCOC)C(=O)C2CCN(C(=O)c3ccccc3C)CC2)c(=O)[nH]c1=O
    4.4, 7.3, ., ., 9.5, -0.1, 8.9, 4.3
32) CCOc1ccc(NC(=O)C2CCCN(S(C)(=O)=O)C2)cc1 (centres undefined)
    3.6, 3.1, 3.7, -0.9, -1.3, 8.1, -2.3, -6.2
33) CN(C(=O)CS(=O)(=O)Cc1ccccc1Cl)c1ccccc1
    -1.7, -4.7, -2.2, -7.0, 6.0, 1.4, 17.1, 1.2
34) COc1ccc(OC)c(-c2cc(C(=O)NCc3ccco3)no2)c1
    -19.2, -2.3, -0.6, -1.8, 3.6, 1.8, ., .
35) CCCCn1c(N)c(N(CC(C)C)C(=O)C2CCN(S(=O)(=O)c3ccc(Cl)cc3)CC2)c(=O)[nH]c1=O
    11.1, 1.0, ., 4.6, -0.8, -8.8, -20.9, -4.9
36) O=C(C1CC(=O)N(c2ccc(F)cc2)C1)N1CCOCC1 (centres undefined)
    6.4, -4.3, ., 2.7, -6.5, -12.0, -4.7, 2.9
37) C[C@H]1CCCCO[C@H](CN(C)C)[C@@H](C)CN([C@@H](C)CO)C(=O)c2cc(NC(=O)CCC(F)(F)F)ccc2O1
    7.1, 1.6, -2.1, 4.7, 1.4, 1.7, -3.5, .
38) COCCN(CCOC)C(=O)c1ccc(NS(=O)(=O)c2ccc3[nH]c(=O)[nH]c3c2)cc1
    6.1, -3.1, 3.1, -8.8, 4.6, ., 21.0, 1.4
39) COC(=O)C[C@@H]1CC[C@@H]2[C@H](COc3ccc(NC(=O)NC(C)C)cc3C(=O)N2C)O1
    5.7, 1.3, 2.8, 2.8, 4.4, -2.8, 1.7, -16.2
40) C[C@H]1CN([C@@H](C)CO)C(=O)Cc2cc(NC(=O)C3CCCCC3)ccc2O[C@H]1CN(C)S(=O)(=O)c1cn(C)cn1
    -7.3, 2.2, -5.4, -1.6, -12.7, -5.6, -14.5, .
41) O=C(C[C@@H]1C[C@H]2c3cc(NC(=O)C4CCOCC4)ccc3O[C@H]2[C@H](CO)O1)NCc1ccccn1
    -6.7, 0.4, 2.2, 0.7, 5.4, -0.1, -10.9, -8.2
42) Cc1nc(NC(=O)COC(=O)c2ccc(CO)cc2)c(Cl)cc1Cl
    -1.1, 0.0, 6.4, -0.3, 1.2, 0.7, -18.8, 16.1
43) C[C@@H]1CN([C@@H](C)CO)S(=O)(=O)c2ccc(-c3cccc(F)c3)cc2O[C@@H]1CN(C)S(C)(=O)=O
    -11.4, -0.6, 5.1, 2.7, 11.2, -18.7, -4.7, .
44) Cc1ccc(-c2csc(=S)[nH]2)cc1
    -19.9, 1.3, ., ., 3.4, -81.3, -99.3, -1.4

Reprinted at random: 2 records from the list
Values run as follows: LGR2 antag, ERAP1 inh, PGC1a acetyl inh, PglD inh, S100A4 inh HTS, EWS-Fli inh, PAX8 inh HTS, FN deposit inh
42) Cc1nc(NC(=O)COC(=O)c2ccc(CO)cc2)c(Cl)cc1Cl
    -1.1, 0.0, 6.4, -0.3, 1.2, 0.7, -18.8, 16.1
33) CN(C(=O)CS(=O)(=O)Cc1ccccc1Cl)c1ccccc1
    -1.7, -4.7, -2.2, -7.0, 6.0, 1.4, 17.1, 1.2
